Screening data: PubChem BioAssay, National Center for Advancing Translational Sciences (NCATS)
Coupling enz = qHTS Assay for Inhibitors of Fructose-1,6-bisphosphate Aldolase from Giardia Lamblia: Coupling assay counterscreen | activity change, negative = inhibition, % at 58.2 µM, hits read low | 290,000 tested, 0.67% active | AID 2472, 2010 | coupling enzyme system counterscreen, AmpLite Red fluorescence; in the data active = activity change below about -30%; note: % is set by controls: 0 for no effect and ±100 for the full control effect
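Activity here indicates interference with the coupling reaction, not aldolase inhibition. Compounds at 57.5 uM final met coupling enzymes for 10 min at RT; substrate and AmpLite Red detection followed, with a 525/598 nm fluorescence read after 20 min.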
PKM2 activator = qHTS Assay for Activators of Human Muscle isoform 2 Pyruvate Kinase; 260,000 tested, 0.34% active; Potency, µM (doses to about 57.5 µM), for the others: at the top dose activation, usual class: activators; Pyruvate kinase PKM (Homo sapiens), P14618; purified PKM2, Kinase-Glo ATP luminescence, activation; response scale: 0% is enzyme alone, no compound; note: potency is the fitted concentration of half-maximal effect; % is set by controls: 0 for no effect and ±100 for the full control effect; nearly all actives have a fitted effect of over 55% in size
Target sequence (P14618 whole entry, looked up, canonical isoform): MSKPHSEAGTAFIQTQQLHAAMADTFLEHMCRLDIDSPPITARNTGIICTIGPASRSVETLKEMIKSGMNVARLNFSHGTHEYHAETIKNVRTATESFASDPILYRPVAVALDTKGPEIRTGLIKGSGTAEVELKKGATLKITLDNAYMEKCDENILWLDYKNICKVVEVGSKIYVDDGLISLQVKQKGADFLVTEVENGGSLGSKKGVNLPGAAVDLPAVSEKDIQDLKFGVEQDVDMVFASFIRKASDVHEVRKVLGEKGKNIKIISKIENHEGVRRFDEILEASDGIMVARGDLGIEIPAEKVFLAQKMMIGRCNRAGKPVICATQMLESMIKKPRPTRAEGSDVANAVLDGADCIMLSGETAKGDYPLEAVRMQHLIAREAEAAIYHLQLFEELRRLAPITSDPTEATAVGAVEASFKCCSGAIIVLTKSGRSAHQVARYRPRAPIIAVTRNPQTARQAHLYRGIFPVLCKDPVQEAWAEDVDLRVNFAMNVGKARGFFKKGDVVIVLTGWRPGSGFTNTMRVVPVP
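Purified hPK-M2 (>95%) run at intermediate activity with 0.1 mM ADP and 0.5 mM PEP in 50 mM imidazole pH 7.2, KCl, MgCl2; 1 h room temperature. ATP formed read by Kinase-Glo luminescence; normalized to uninhibited and no-enzyme controls.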
Integrin act MD = qHTS for Activators of Integrin-Mediated Alleviation for Muscular Dystrophy | alpha7betagal myoblasts, beta-gal FDG fluorescence, 48 h | Potency, µM (highest dose often 38.3 µM), for inactives: at the highest dose activation, actives largely listed as activators | 350,000 tested, 0.064% active;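 note: potency is the fitted concentration of half-maximal effect; 100% = response of the positive control SU9516; nearly all actives have a fitted effect of over 60% in size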
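alpha7betagal+/- myoblasts (passage 13, 250/well) treated 48 h at 37C with compounds at 1:260 dilution of DMSO stock. Lysed, then beta-galactosidase activity read as FDG fluorescence (ex 480/em 540) after 30 min, with pre-read for autofluorescence.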
PTAP TSG101 blk = qHTS Assay for Iinhibitors of HIV-1 Budding by Blocking the Interaction of PTAP/TSG101 | Tumor susceptibility gene 101 protein (Homo sapiens), Q99816 | Fluorescence polarization, FITC-PTAP peptide / Tsg101 binding | Potency, µM (top dose mostly 115 µM), inactives show at the top dose activity change, negative = inhibition, most hits filed as inhibitors | 340,000 tested, under 10 active | AID 493005, 2010; active = well fitted inhibition curve with a large enough effect in the main read-out, with a control signal flat, not every such curve was filed as active; inconclusive = small, poorly fitted or top-dose-only effect, or effect the other way, or a change in a side signal; inactive = no such curve, though single readings can be large or run the other way; note: potency is the fitted concentration of half-maximal effect; % of control where 0% means no effect
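Tsg101 binding domain (10 uM final) was mixed with compound and a FITC-labeled PTAP peptide (50 nM final) in HEPES pH 7.5 buffer with NaCl, Tween 20, EDTA and TCEP; fluorescence polarization was read after 20 min at r.t.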
GALK inhibitor = qHTS Assay for Inhibitors of Human Galactokinase (GALK). Potency, µM (top dose mostly 57.5 µM), without a hit: top-dose activity change, negative = inhibition, most hits filed as inhibitors. 270,000 tested, 0.007% active. AID 1868, 2009. P51570. Purified GALK, Kinase-Glo residual ATP luminescence; note: potency is the fitted concentration of half-maximal effect; % is set by controls: 0 for no effect and ±100 for the full control effect
Target sequence (P51570 whole entry, looked up): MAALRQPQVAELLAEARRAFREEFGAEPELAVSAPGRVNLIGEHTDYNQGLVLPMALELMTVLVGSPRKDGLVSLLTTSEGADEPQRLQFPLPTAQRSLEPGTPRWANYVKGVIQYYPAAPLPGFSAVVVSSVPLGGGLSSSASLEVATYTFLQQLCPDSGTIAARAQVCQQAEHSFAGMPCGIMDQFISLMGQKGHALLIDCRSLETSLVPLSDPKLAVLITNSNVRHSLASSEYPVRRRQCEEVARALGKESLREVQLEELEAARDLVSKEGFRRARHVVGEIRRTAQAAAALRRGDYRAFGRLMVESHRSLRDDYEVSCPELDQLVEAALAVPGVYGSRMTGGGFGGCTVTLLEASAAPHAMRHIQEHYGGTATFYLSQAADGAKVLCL
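Compounds were pin-transferred into ATP buffer (35 uM final), then GALK plus galactose (5 nM, 100 uM final) was added. After 1 h at room temperature, Kinase-Glo Plus was added and luminescence read after 10 min.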
Chronic BCR inh = qHTS Assay to Find Inhibitors of Chronic Active B-Cell Receptor Signaling; ABC-DLBCL IkBa-CBG/CBR reporter, luminescence ratio, 4 h; Potency, µM (titrated, usually from 46.1 µM), inactives show at the top dose ratio change, negative = lower green/red ratio, most hits filed as inhibitors; 340,000 tested, 0.05% active; active = well fitted inhibition curve with a large enough effect in the signal ratio, with a control signal flat, not every such curve was filed as active; inconclusive = small, poorly fitted or top-dose-only effect, or effect the other way, or a change in a side signal; the % refers to the signal ratio;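 note: potency is the fitted concentration of half-maximal effect; plate controls were basal doxycycline-induced cells for no effect and cells given 10 µM MG132 for full effect; MG132 reads +100%, hits lower the ratio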
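Doxycycline induced both beetle luciferases in TMD8 lymphoma cells; IKK-driven degradation limits the IkappaBalpha-fused green signal, while red luminescence normalises for cell number and nonspecific effects. Compounds tested up to 46 uM, 4 hrs.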
S-ASM inh = Inhibitors of Secretory Acid Sphingomyelinase (S-ASM): qHTS | placental ASM, HMU-PC fluorogenic substrate, 60 min | Potency, µM (doses to about 57.5 µM), for the others: top-dose activity change, negative = inhibition, usual class: inhibitors | 340,000 tested, 0.006% active | AID 504937, 2011; note: potency is the fitted concentration of half-maximal effect
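Fluorogenic HMU-PC substrate (9 uM final) is turned over by placental ASM in 60 min at 37 C after a 10 min compound preincubation. Reaction ended by alkaline stop (pH 10), with fluorescence read at 386/447 nm.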
Menin MLL FP TR = qHTS Assay for Inhibitors Targeting the Menin-MLL Interaction in MLL Related Leukemias: Competition With Texas Red Labeled MLL-derived Mutant Peptide. Potency, µM (highest dose often 61.6 µM), for the others: at the highest dose FP activity change, negative = inhibition, hits mostly inhibitors. Menin + Texas Red MLL mutant peptide, fluorescence polarization. AID 1768, 2009. 270,000 tested, 0.23% active. O00255; active = well fitted inhibition curve with a large enough effect in the polarisation, with a control signal flat, not every such curve was filed as active; inconclusive = small, poorly fitted or top-dose-only effect, or effect the other way, or a change in a side signal; inactive = no such curve, though single readings can be large or run the other way; the % refers to the polarisation; note: potency is the fitted concentration of half-maximal effect; % of control where 0% means no effect; many of its hits are not listed in these tables
Giardia kill = Small Molecules that selectively kill Giardia lamblia: qHTS; Giardia lamblia trophozoite viability; 340,000 tested, 0.15% active; AID 540267, 2011; activity change, % at 7.66 µM, hits read low; in the data active = activity change below about -80%; inconclusive = between about -30% and that limit;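 note: parasites exposed to compound for two days anaerobically before the ATP read; % is set by controls: 0 for no effect and ±100 for the full control effect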
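Trophozoites 100 cells/well + cpd; 48 hrs, 37 deg C, anaerobic. ATPLite 1-Step added, 15-30 min RT, luminescence read (ATP-based viability).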
Tb PFK block = qHTS Assay to Find Inhibitors of T. brucei phosphofructokinase | ATP-dependent 6-phosphofructokinase (Trypanosoma brucei brucei), O15648 | Potency, µM (titrated, usually from 57.5 µM), for the others: top-dose activity, negative = inhibition, most hits filed as inhibitors | T. brucei PFK, ADP-Glo luminescence | AID 485367, 2010 | 330,000 tested, 0.17% active;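 note: potency is the fitted concentration of half-maximal effect; 0% = uninhibited 1x PFK enzyme wells and -100% = no-enzyme wells; nearly all actives have a fitted effect of over 60% in size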
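In TEA buffer at pH 8.0 with 5 mM MgCl2, enzyme (1.25 nM) converted F6P (0.5 mM) and ATP (0.1 mM) for 45 min at room temperature. ADP product was read by luciferase luminescence.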
B2AR arrestin = qHTS assay of beta-arrestin-biased ligands of beta2-adrenergic receptor. Beta-2 adrenergic receptor (Homo sapiens), P07550. beta-arrestin recruitment to beta2AR, cell-based reporter. Potency, µM (highest dose often 46.1 µM), for the others: at the top dose activation, hits mostly activators. 330,000 tested, 0.02% active. AID 492947, 2010;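 note: potency is the fitted concentration of half-maximal effect; 0% = DMSO controls and full agonism = EC100 isoproterenol or metaproterenol; nearly all actives have a fitted effect of over 65% in size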
Numbers without * were called inactive; ? = inconclusive; · = not tested or not shown; [ ] = remark or other dose. Unless noted, calls come from the whole dose curve; as a rule, active = well fitted curve in the direction sought with a large enough effect; inconclusive = small, poorly fitted or top-dose-only effect, or another doubt; inactive = no such curve, though single readings can be large; an effect the other way counts as inactive or inconclusive. Not all compounds are listed; the hit share may differ from the screen's.

Every second line gives: Coupling enz | PKM2 activator | Integrin act MD | PTAP TSG101 blk | GALK inhibitor | Chronic BCR inh | S-ASM inh | Menin MLL FP TR | Giardia kill | Tb PFK block | B2AR arrestin
- O=C(NC1CCSC1=O)c1ccc(Oc2ccc(F)cc2)nc1 (stereo not drawn)
  -2 | -2% | 4% | 0% | -2% | -2% | 7% | 6% | 0 | 4% | -0.8%
- COc1ccc(OC)c(N(CC(=O)NCc2ccncc2)S(C)(=O)=O)c1
  2 | -1% | 10% | -4% | 1% | · | 0% | 1% | -7 | · | ·
- O=C(Nc1cccnc1)c1cccnc1
  0 | 14% | -6%[7.66 µM] | -5% | -1% | 0% | 2% | -12% | 27 | 3% | 0.3%
- Cc1ccc(S(=O)(=O)N(Cc2ccccc2Cl)C(=O)N2CCN(C)CC2)cc1
  · | · | 12% | 0% | · | -2% | 4% | · | -1 | 1% | -0.1%
- O=C(NCCc1ccc(Cl)cc1)c1cccc(N2CCCC2=O)c1
  · | · | -19% | -3% | 4% | ? | -1% | · | -15 | 4% | -1.1%
- CC(=O)Nc1ccc(-c2nc3ccccc3o2)cc1
  0 | -1%[11.5 µM] | -8% | -2% | 0% | ? | 0% | 3% | 4 | 2% | -0.1%
- COc1cccc(/C=N/Nc2ccc([N+](=O)[O-])cn2)c1O
  0 | · | -39% | -2% | · | ? | -5% | ? | -7 | 0% | -0.4%
- COc1cccc(NC(=O)NCc2ccccn2)c1
  -3 | 7% | 16% | -3% | 6% | -1% | 1% | 8% | 2 | 0% | 0.6%
- Cc1cc2nc(SCCOC(=O)Nc3cccc(Cl)c3)nc(C)c2cc1C
  -4 | -4% | 10% | -1% | 1% | ? | -23% | 8% | -15 | -2% | 0.5%
- Cn1ccnc1SCC(=O)Nc1cccc(O)c1
  1 | 8% | 15% | 1% | 0% | ? | -3% | 4% | 20 | 1% | -0.2%
- O=C(NCCCNc1ccc(C(F)(F)F)cc1[N+](=O)[O-])c1ccc(F)cc1
  0 | -12% | 3% | 0% | · | ? | -15% | 16% | -23 | -5% | 0.1%
- O=c1/c(=C/c2ccc(O)cc2)sc2nc3cc(Br)cnc3n12
  3 | -2% | · | · | 1% | -3% | · | 6% | · | 4% | -0.1%
- COc1ccc(NC(=O)Cn2nnc(C(=O)NCc3ccccc3OC)c2N)cc1Cl
  0 | -1% | -9% | -5% | 1% | ? | -8% | ? | -18 | -1% | 0.2%
- O=C(Cn1ncc2c3ccccc3n(Cc3ccccc3)c2c1=O)NCCN1CCOCC1
  · | · | -18% | -1% | 6% | ? | 0% | · | 9 | -5% | -1.1%
- NS(=O)(=O)c1ccc(NC(=O)COc2ccc(C(=O)c3ccc(F)cc3)cc2)cc1
  1 | 1% | -36% | 7% | -1% | -14% | -2% | · | 4 | 0% | -0.2%

Continued, overlapping the part above by 2 compounds.
Every second line gives: Coupling enz | PKM2 activator | Integrin act MD | PTAP TSG101 blk | GALK inhibitor | Chronic BCR inh | S-ASM inh | Menin MLL FP TR | Giardia kill | Tb PFK block | B2AR arrestin
- O=C(Cn1ncc2c3ccccc3n(Cc3ccccc3)c2c1=O)NCCN1CCOCC1
  · | · | -18% | -1% | 6% | ? | 0% | · | 9 | -5% | -1.1%
- NS(=O)(=O)c1ccc(NC(=O)COc2ccc(C(=O)c3ccc(F)cc3)cc2)cc1
  1 | 1% | -36% | 7% | -1% | -14% | -2% | · | 4 | 0% | -0.2%
- COc1ccc(NC(=O)CC2C(=O)N(c3ccc(OC)cc3)C(=O)N2CCN2CCN(C)CC2)cc1 (stereo not drawn)
  2 | 1% | 6% | -5% | 1% | 4% | 1% | -10% | 9 | 1% | -0.2%
- Cc1ccc(N2C(=O)C3CCC(c4ccccc4)CC3C2=O)cc1 (stereo not drawn)
  1 | 1% | 13% | -1% | 2% | -4% | · | -3% | 9 | ? | -1.8%
- Nc1nnc(SCC(=O)Nc2cccnc2Cl)s1
  · | · | -7% | 1% | · | -11% | 2% | · | -4 | -5% | -0.1%
- CCOC(=O)Cn1nnnc1CN(Cc1cccs1)Cc1cc2cc(C)ccc2[nH]c1=O
  0 | 2% | 5% | -9% | -2% | -7% | -4% | -15% | -9 | 2% | -0.1%
- O=C(CSc1cn[nH]n1)Nc1ccccc1C(=O)O
  -2 | · | -28% | -4% | 4% | ? | 6% | -22% | -11 | 1% | -0.5%
- COC(=O)Cc1cc(=O)n(-c2nc3ccccc3s2)[nH]1
  4 | -21% | 10% | -4% | 1% | ? | 1% | ? | -5 | 0% | 0.3%
- CC(Sc1nnc(-c2ccc(Cl)cc2Cl)n1Cc1ccccc1)C(=O)Nc1nccs1 (stereo not drawn)
  1 | 0% | -29% | -6% | -1% | ? | -15% | ? | 0 | 3% | -1.1%
- CC(C)(C)c1ccc(NC(=O)COC(=O)C2(C)CC2(Cl)Cl)cc1 (stereo not drawn)
  1 | -2% | -29% | -10% | -1% | ? | -1% | 14% | 20 | -4% | -0.2%
- Cc1ccccc1NC(=O)Cc1nc(COC(=O)/C=C/c2ccccc2)cs1
  · | · | -10% | -2% | · | -22% | -5% | · | 2 | 4% | 0.0%
- COc1ccc(/C=N/NC(=O)CN(C2=NS(=O)(=O)c3ccccc32)c2ccccc2)cc1OC
  -3 | 3% | 0% | 1% | -1% | 2% | -4% | 1% | -15 | -1% | -0.2%
- COc1cccc(OCC(=O)NNC(=O)Cc2cccs2)c1
  0 | -1% | -7% | -4% | 0% | -6% | 3% | -13% | -11 | 11% | 0.0%
- COc1cc(/C=C2/NC(=O)N(c3cccc(Cl)c3)C2=O)ccc1O
  2 | 0% | -23% | -7% | 1% | ? | 0% | 28% | -12 | 4% | 0.3%
- O=C1OCCC1Sc1nnc(-c2ccc(O)cc2)o1 (stereo not drawn)
  4 | -1% | 8% | -2% | -1% | ? | 1% | 0% | -1 | 4% | -0.6%
- CCCC(=O)Nc1cc(C)c(NC(=O)C23CC4CC(CC(C4)C2)C3)cn1
  1 | -3% | 19% | 0% | -1% | 2% | 8% | 11% | -6 | 3% | 0.0%
- O=[N+]([O-])c1cccnc1N1CCN(c2ccccc2F)CC1
  -3 | -1% | -11% | -2% | 1% | · | -5% | -7% | -7 | -1% | -0.1%
- Cc1ccc(-c2csc3ncnc(NCCN4CCOCC4)c23)cc1
  8 | -2% | -7% | -7% | 0% | -1% | 5% | ? | -4 | 0% | 0.3%
- Cc1c(-c2ccc(F)cc2)[n+](=O)c(-c2ccc(F)cc2)c(C)n1[O-]
  0 | -13% | -20% | 1% | -2% | 5% | 3% | 2% | 17 | -3% | -0.2%
- O=c1c2ccccc2nc(/C=C/c2ccc(O)cc2)n1CCc1ccccc1
  0 | -6% | -28% | -2% | -3% | ? | 0% | ? | 10 | 5% | 2.5%
- CCOC(=O)N1CCN(C(=O)CC(C(=O)N2CCc3ccccc32)n2ccnc2)CC1 (stereo not drawn)
  -1 | -14% | -25% | -6% | 0% | ? | 2% | 8% | 5 | 0% | 3.4%
- CC(=O)Nc1nc2cc(C(N)=O)ccc2s1
  · | · | 11% | -6% | · | -14% | 1% | · | 9 | -6% | 0.0%
- c1cc2c(cc1C1CCCCC1)c1c3n2CCN=C3CCC1
  4 | -9% | -54%[inhibitor] | -2% | -3% | ? | -13% | ? | -7 | -11% | 0.1%
- Cc1cc(-c2ccc(C)c(S(=O)(=O)NCCc3ccco3)c2)on1
  · | · | -23% | -7% | -5% | 2% | -1% | · | 15 | -2% | 0.1%
- Cc1ccccc1CNC(=O)CC1C(=O)NCCN1Cc1c(F)cccc1Cl (stereo not drawn)
  -4 | 2% | -6% | -2% | 4% | ? | 4% | 17% | -4 | -3% | 2.3%
